# High-throughput results as filed in PubChem.
# Pf growth 96h = inhibits malaria parasite growth, 96 h; P. falciparum luciferase reporter growth, 96 h; Potency, µM (titrated, usually from 28.7 µM), without a hit: at the highest dose activity change, negative = inhibition, most hits filed as inhibitors; 320,000 tested, 6.9% active; AID 504834
#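 Delayed-death screen, second-generation endpoint: infected erythrocytes, 2% hematocrit, 0.05% parasitemia final; 96 hours at 37 C, 5% CO2; luciferase detection reagent; luminescence decrease equals reduced growth.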
# Sm TGR block = S. mansoni TGR enzyme inhibition; Potency, µM (top dose mostly 114 µM), for the others: top-dose activity change, negative = inhibition, hits mostly inhibitors; purified TGR, DTNB reduction, TNB absorbance 405 nm; 360,000 tested, 3% active; AID 485364; note: nearly all actives have a fitted effect of over 60% in size
#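 First, TGR (20 nM dispensed) and NADPH were mixed with compound. Second, a 15 min room-temperature incubation followed. Third, further NADPH and then DTNB were added to start the reaction. Finally, TNB absorbance was monitored kinetically.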
# HCV inhibitor = HCV inhibition | 340,000 tested, 3.4% active | Potency, µM (series often up to 41.8 µM), without a hit: at the top dose activity change, negative = inhibition, actives largely listed as inhibitors | Huh7.5.1 HCVcc-Cre infection, luciferase reporter, 44 h
#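 1,000 cells/well; 4 h culture; + compound; + HCVcc-Cre (~0.5 moi); 44 h; luciferase substrate, RT 15 min; read 15 sec.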
# TbPYK inhibitor = T. brucei pyruvate kinase inhibition; Q57TT1; TbPYK enzyme, Kinase-Glo Plus ATP luminescence, 45 min; Potency, µM (titrated, usually from 76.8 µM), without a hit: top-dose activity, negative = inhibition, most hits filed as inhibitors; 410,000 tested, 0.12% active; AID 624173; note: nearly all actives have a fitted effect of over 50% in size
#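 Glycolytic pyruvate kinase of T. brucei was incubated with substrate, test compound and 130 uM ADP for 45 minutes at room temperature. Luminescent Kinase-Glo Plus signal was measured after 10 minutes.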
# Pf growth 48h = inhibits P. falciparum growth in the first generation, 48 h | AID 504832 | 310,000 tested, 5.9% active | P. falciparum luciferase growth in erythrocytes, 48 h | Potency, µM (top dose mostly 28.7 µM), inactives show top-dose activity change, negative = inhibition, hits mostly inhibitors
#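 A one-generation exposure of luciferase-tagged malaria parasites in RPMI 1640/Albumax erythrocyte culture, 37 C and 5% CO2. Inhibition is inferred from decreased luminescence after adding detection reagent.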
# LmPK inhibitor = blocks Leishmania mexicana pyruvate kinase activity; Q27686; purified LmPK, Kinase-Glo ATP luminescence, 1 h; Potency, µM (series often up to 57.5 µM), for the others: top-dose activity change, negative = inhibition, actives largely listed as inhibitors; 290,000 tested, 0.37% active
# Target sequence (Q27686 whole entry, looked up): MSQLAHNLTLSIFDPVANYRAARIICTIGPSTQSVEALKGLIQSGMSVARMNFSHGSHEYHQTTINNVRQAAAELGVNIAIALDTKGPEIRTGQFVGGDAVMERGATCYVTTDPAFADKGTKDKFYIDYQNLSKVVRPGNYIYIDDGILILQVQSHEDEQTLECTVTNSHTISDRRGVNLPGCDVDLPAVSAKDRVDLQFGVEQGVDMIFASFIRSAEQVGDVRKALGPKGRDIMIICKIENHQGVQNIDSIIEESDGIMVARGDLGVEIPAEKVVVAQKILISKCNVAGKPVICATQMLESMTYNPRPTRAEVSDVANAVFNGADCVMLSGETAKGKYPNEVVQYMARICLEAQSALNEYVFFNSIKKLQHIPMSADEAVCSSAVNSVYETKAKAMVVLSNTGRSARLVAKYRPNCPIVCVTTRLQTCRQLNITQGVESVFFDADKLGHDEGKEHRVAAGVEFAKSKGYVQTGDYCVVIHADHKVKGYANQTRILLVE
#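 In 50 mM imidazole pH 7.2 with 7 mM MgCl2, LmPK (0.1 nM) turned over PEP (0.5 mM) and ADP (0.1 mM) for 1 h at room temperature. Luciferase read-out of ATP.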
# Starred values were filed as active, the others as inactive; ? = inconclusive; / = not tested or not shown; & = joins results of further samples; [ ] = another dose, or the depositor's remark. Calls come from the whole dose curve; as a rule, active = well fitted curve in the direction sought with a large enough effect; inconclusive = small, poorly fitted or top-dose-only effect, or another doubt; inactive = no such curve, though single readings can be large; an effect the other way counts as inactive or inconclusive. % is set by controls: 0 for no effect and ±100 for the full control effect; potency is the fitted concentration of half-maximal effect. Compounds as they come; overall some 16% were active at least once.
structure,Pf growth 96h,Sm TGR block,HCV inhibitor,TbPYK inhibitor,Pf growth 48h,LmPK inhibitor
Cc1ccc(NC(=O)CN(C)C(=O)COc2cccc3cccnc23)cc1,20.5%,-23.2%,1.5%,-2.7%,-4.6%,0.0%
CO/N=C(/COc1ccc(F)cc1)c1ccc(OC)cc1,0.0%,25.1µM*,5.5%,-2.3%,/,-0.1%
CCCCC(CC)CNC(=O)CCS(=O)(=O)c1cccc2nsnc12 (stereo not given),-4.9%,0.0%,-8.9%,5.8%,4.1%,0.0%
CCc1cc(=O)[nH]c(SCC(=O)NCc2ccc3c(c2)OCO3)n1,4.7%,0.8%,31.2%[activator],-4.4%,0.8%,/
CC(C)(C)c1ccc(OCC(O)CSc2ncn[nH]2)cc1 (stereo not given),10.8%,-14.2%,-8.0%,-2.6%,/,2.3%
O=C(Nc1ccccc1C(=O)NC(Cc1ccccc1)C(=O)NC1CCCCCC1)c1ccccc1 (stereo not given),?,-16.8%,?,-18.3%,?,-1.2%
COc1ccc(CC(=O)Nc2cccc3ccccc23)cc1OC,2.1%,1.8%,?,-2.7%,-9.7%,9.3%
CCOC(=O)CSc1ccc(-c2nc3cc(C)c(C)cc3[nH]2)cn1,12.5%,3.3%,9.5%,-5.1%,30.8%[activator],-1.1%

# Reprinted from the part before: 5 compounds, followed by the next part.
structure,Pf growth 96h,Sm TGR block,HCV inhibitor,TbPYK inhibitor,Pf growth 48h,LmPK inhibitor
CCc1cc(=O)[nH]c(SCC(=O)NCc2ccc3c(c2)OCO3)n1,4.7%,0.8%,31.2%[activator],-4.4%,0.8%,/
CC(C)(C)c1ccc(OCC(O)CSc2ncn[nH]2)cc1 (stereo not given),10.8%,-14.2%,-8.0%,-2.6%,/,2.3%
O=C(Nc1ccccc1C(=O)NC(Cc1ccccc1)C(=O)NC1CCCCCC1)c1ccccc1 (stereo not given),?,-16.8%,?,-18.3%,?,-1.2%
COc1ccc(CC(=O)Nc2cccc3ccccc23)cc1OC,2.1%,1.8%,?,-2.7%,-9.7%,9.3%
CCOC(=O)CSc1ccc(-c2nc3cc(C)c(C)cc3[nH]2)cn1,12.5%,3.3%,9.5%,-5.1%,30.8%[activator],-1.1%
Cn1cc(Cl)c(/C(N)=N/OC(=O)c2ccccc2C(F)(F)F)n1,58.2%[activator],-12.4%,9.9%,2.2%,117.2%[activator],-14.7%
CC(C)Oc1cccc(C(=O)Nc2ncn[nH]2)c1,?,0.0%,-8.7%,-15.4%,27.9%,-4.0%
O=C(NCC1COc2ccccc2O1)c1cc(S(=O)(=O)N2CCOCC2)c(Cl)cc1Cl (stereo not given),?,-13.6%,?,0.4%,-25.5%,/
O=C(CSc1ccc2nnc(-c3cccnc3)n2n1)NCc1ccco1,-17.3%,31.6µM*,-0.3%,-8.6%,/,14.8%
CC(C)CCNC(=O)[C@H](CSCc1ccccc1)N1Cc2ccccc2C1=O,?,-4.9%,-0.7%[8.37 µM],2.9%,-5.0%,-1.5%
COc1ccc(CC(=O)NNc2ncnc3c2cnn3C)cc1OC,36.9%[activator],2.7%,-1.0%,0.4%,5.1%,-2.8%
COc1ccc(OCC(=O)Nc2ccc(NC(=O)c3cccs3)c(OC)c2)cc1,-6.8%,-1.2%,-2.7%,3.1%,?,2.8%
O=C(NC1CCCC1)C1CCCN1S(=O)(=O)c1cccc2cccnc12 (stereo not given),-27.2%,0.0%,-8.4%,-1.6%,/,-1.0%
COc1ccc(CC(=O)NN2C(=O)c3ccccc3C2=O)cc1,64.0%[activator],-4.0%,-1.7%,-4.4%,10.6%,0.6%
CCC(=Nc1ccccc1O)C1=C(O)CC(c2ccccc2)CC1=O (stereo not given),?,-33.0%,5.2%,-2.3%,?,-1.8%
COc1ccc(OC)c(NC(=O)Cn2c(C)nc3ccccc3c2=O)c1,0.6%,7.5%,-4.3%,-4.6%,-15.5%,0.6%
COc1ccc(C)cc1NC(=O)c1ccc(-c2ccc(C(C)=O)cc2)o1,-6.7%,?,/,/,-12.7%,4.8%
Cc1ccccc1CNC(=O)C(=O)NCCC1CCCCN1S(=O)(=O)c1cccs1 (stereo not given),11.7µM*,-2.2%,?,7.0%,?,/
CC(Oc1ccc(-c2ccccc2)cc1)C(=O)N1CCOCC1 (stereo not given),6.0%,1.0%,12.8%,-12.0%,9.5%,0.0%
CCn1cc(CNC(=O)c2c(-c3c(Cl)cccc3Cl)noc2C)c(C)n1,-4.7%,4.5%,8.0%,4.4%,-7.8%,-0.8%
C#CCOC(=O)c1ccccc1C(=O)O,1.1%,-0.5%,?,3.5%,9.6%,-0.3%

# Reformatted with values under each structure: two of the compounds above.
# Values in the order – Pf growth 96h	Sm TGR block	HCV inhibitor	TbPYK inhibitor	Pf growth 48h	LmPK inhibitor
> COc1ccc(CC(=O)NN2C(=O)c3ccccc3C2=O)cc1
→ 64.0%[activator]	-4.0%	-1.7%	-4.4%	10.6%	0.6%
> C#CCOC(=O)c1ccccc1C(=O)O
→ 1.1%	-0.5%	?	3.5%	9.6%	-0.3%

# (list continues)
structure,Pf growth 96h,Sm TGR block,HCV inhibitor,TbPYK inhibitor,Pf growth 48h,LmPK inhibitor
C[C@H]1CN=C(Nc2ccccc2)N1CC1CCC1,24.4%,-8.9%,0.5%,-2.9%,3.9%,-1.0%
CCCCn1c(N)c(N(CC(C)C)C(=O)CCNC(=O)c2ccc([N+](=O)[O-])cc2)c(=O)[nH]c1=O,?,-11.2%,14.6%,-4.1%,?,/
COc1cc(/C=N/NC(=O)c2ccncc2)ccc1OC(=O)c1cccc(Br)c1,7.2%,-10.4%,-6.1%,0.1%,30.2%[activator],1.8%
Cc1c(C(=O)NCCSCc2c(F)cccc2Cl)cnn1-c1ccc(Cl)cc1,-3.2%,9.2%,-18.3%,1.0%,-3.2%,8.0%
O=C(COC(=O)CNC(=O)c1ccccc1)Nc1ccc2c(c1)OCO2,82.8%[activator],-12.2%,-18.9%,1.9%,36.4%[activator],0.7%
Cc1ccc(C(=O)O)cc1NC(=O)CSc1ncnc2sc3c(c12)CCC3,13.0%,-6.0%,3.5%,0.7%,-2.9%,8.8%
Nc1cc(C(=O)OCC(=O)N2CCCC2=O)ccc1Cl,23.1%,-0.8%,24.6%,-2.6%,?,/
O=C(N/N=C/c1cccs1)c1cc(-c2ccc3ccccc3c2)n[nH]1,?,-4.4%,?,4.5%,?,6.7%
CN(C(=O)COC(=O)c1cc([N+](=O)[O-])ccc1N1CCCC1)C1CCS(=O)(=O)C1 (stereo not given),-20.7%,3.9%,-27.9%,0.0%,-13.7%,8.3%
OC1/C(=C/c2ccc(Cl)cc2Cl)N2CCC1CC2 (stereo not given),?,4.0%,19.3%,2.2%,26.5%,3.9%
COc1ccccc1CNC(=O)c1ccc(N(C)S(=O)(=O)c2ccc(C)cc2)cc1,?,-1.1%,10.7%,-12.0%,-22.8%,-2.3%
CC(C)(C)NC(=O)CSc1nc(-c2ccccc2)c(-c2ccccc2)[nH]1,/,-1.7%,?,0.4%,?,1.5%
O=C(C1CC1)N1CCc2cc(S(=O)(=O)N3CCOCC3)ccc21,20.5%,0.0%,-1.1%,4.6%,10.3%,-2.1%
CCCSc1nc(O)c(C(c2ccc(OC)c(O)c2)c2c(O)nc(SCCC)n(C)c2=O)c(=O)n1C,-22.8%,12.6µM*,11.6%,-13.4%,-14.5%,4.8%
CC1(C)CC(=O)c2cc(NC(=O)c3ccc(F)cc3)c(=O)oc2C1,20.2%,-1.2%,3.7%,6.8%,1.6%,1.2%
O=C1c2ccccc2C(=O)N1CCCCSc1nc2ccccc2o1,71.7%[activator],-10.3%,2.2%,-0.7%,/,-3.5%
O=C(COc1ccc(S(=O)(=O)N2CCCC2)cc1[N+](=O)[O-])N1CCCC1,?,-3.5%,32.7%[activator],1.6%,?,/
CC1CN(c2oc(COc3ccc(Cl)cc3Cl)nc2C#N)CC(C)O1 (stereo not given),6.8%,-11.8%,?,10.9%,?,0.2%
COc1ccc(/C=C/C(=O)NCCCN2CCOCC2)cc1,-12.4%,0.0%,23.9%,2.9%,-1.2%[0.00184 µM],7.2%
CC(=O)c1c(C)[nH]c(C(=O)OCC(=O)Nc2ccc(Cl)c(S(=O)(=O)N(C)C)c2)c1C,6.57µM*,-9.4%,3.98µM*,0.5%,1.17µM*,4.6%
OC1CCCN(Cc2c3ccccc3cc3ccccc23)C1 (stereo not given),-74.2%,-6.6%,-10.5%,-1.4%,/,-7.1%
Cc1ccc(N2CC(C(=O)NCCS(=O)(=O)N3CCN(c4ccccc4F)CC3)CC2=O)cc1 (stereo not given),?,3.0%&18.3%,-0.1%,-27.5%&3.9%,13.0%,10.4%
COC(=O)CC1C(=O)NCCN1C(=O)CSc1nnnn1-c1ccc(Cl)cc1 (stereo not given),20.8%,1.0%,6.9%,2.3%,89.0%[activator],-3.5%
COc1ccc(OC)c(S(=O)(=O)Nc2cc(OC)c(Cl)cc2OC)c1,20.8%,-28.7%,7.9%,-1.3%,8.9%,2.8%
CC12CCC(=O)N1C(C(=O)OCC(=O)Nc1ccc(C(F)(F)F)cc1)CS2 (stereo not given),7.2%,3.9%,9.1%,-4.1%,35.7%[activator],/
CCOc1cc(/C=C2\COc3ccccc3C2=O)ccc1OCC(=O)N(C)C,?,?,?,-3.7%,14.7µM*,2.4%
CCOC(=O)NC(=O)c1cn(Nc2ncc(C(F)(F)F)cc2Cl)c(=O)[nH]c1=O,-1.9%,-2.4%,5.4%,1.4%,0.0%,5.7%
O=C(Cn1c(=O)oc2ccc(Cl)cc21)Nc1ccon1,36.5%[activator],-2.7%,8.9%,-2.0%,1.9%,-0.8%
N=C(SC1CC(=O)N(c2ccc(F)cc2)C1=O)N1N=C(c2ccccc2)CC1c1ccccc1 (stereo not given),33.3%[activator],0.1%,35.1%[activator],0.7%,2.08µM*,4.1%
COc1cc2cc(CCCOC(=O)c3ccc(C#N)cc3)oc(=O)c2cc1OC,-0.7%,-28.6%,16.8%,-5.3%,2.8%,/
CCOc1ccc(-n2c(SCc3nc(-c4ccc(C)cc4)no3)nnc2-c2ccncc2)cc1,?,11.3%,?,-2.7%,/,6.7%
Cc1cc(NC(=O)C2CCCN(S(=O)(=O)c3c(C)noc3C)C2)n[nH]1 (stereo not given),?,-31.2%,19.1%,-0.2%,/,9.6%
Cc1cc2c3c(c1)C1(C(=O)N3C(C)(C)CC2C)C(C#N)=C(N)Oc2n[nH]c(C)c21 (stereo not given),/,-6.8%,-21.9%,5.6%,11.7µM*,7.0%
Cc1ccc(NC(=O)N(Cc2cccs2)Cc2cc3cc4c(cc3[nH]c2=O)OCO4)cc1,?,-2.1%,-1.8%,/,?,7.0%
COc1cccc(-n2c(Cc3cc(=O)[nH]c(=O)[nH]3)nnc2SCC(=O)NC2CCCC2)c1,?,?,9.9%,-16.5%,/,4.6%
CC(=O)Nc1cc2c(cc1C(=O)C(C)C)OCCO2,/,0.0%,?,-2.0%,-11.2%,-5.3%
CCOC(=O)c1[nH]c2cc(OC)c(OC)cc2c1N,17.8%,-23.7%,3.6%,-16.7%,/,6.8%
COc1ccc(C2N(c3ccccn3)C(=O)C3CCCN32)c(OC)c1 (stereo not given),?,-11.0%,20.1%,-9.6%,0.5%,-2.0%
O=C1C(=O)N(CCCn2ccnc2)C(c2cccnc2)/C1=C(/O)c1ccc(F)cc1 (stereo not given),/,0.0%,9.4%,4.9%,7.5%,3.7%
